ABHD5 PLIN5 PPI – ABHD5-PLIN5 protein interaction inhibition. Q00G26+Q8WTS1. Split G. princeps luciferase complementation, luminescence, 4 h. inhibition, % at 4 µM. 360,000 compounds, 0.78% hits;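 active = inhibition above the mean inhibition across every tested compound plus 3 SD, cut at about 22% in these data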;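 also: 0% = DMSO only wells and the 100% control is not disclosed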
Glyco luc inh – blocks N-linked glycosylation in D54 reporter cells; D54 ERlucT glycosylation luciferase reporter, 24 h; percent of 100 nM tunicamycin response; reporter increase, % at 12.5 µM; 360,000 compounds, 0.23% hits;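 active = mean luciferase reporter signal, scaled so untreated is 0 and the glycosylation-blocking control 100, at or above a set limit in every replicate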;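 also: luciferase carries N-glycosylation sites so blocking glycosylation raises the light; 0% = median of neutral control wells and 100% = median of 100 nM tunicamycin wells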
ABCB6 inh MLPCN – inhibitors of human ABC transporter ABCB6 | K562-ABCB6 porphyrin accumulation, flow cytometry, 1 h; active compounds read low | fluorescence ratio to DMSO, % at 10 µM | 360,000 compounds, 0.19% hits | AID 602162;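 active = fluorescence ratio to DMSO below 75%, the collection mean minus 3 SD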;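 also: signal is porphyrin accumulated inside mitochondria; 100% equals median channel fluorescence of DMSO control wells; lower ratio means ABCB6 inhibition with less porphyrin fluorescence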
Cardio protect – protects H9c2 cardiomyocytes from peroxide injury. H2O2 injury protection, ATPLite, 2 h. protection from H2O2 cell death, % at 20 µM. 360,000 compounds, 0.63% hits;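 active = compounds giving at least 50% protection of heart cells from peroxide-induced death in the single-dose screen, raw or plate-pattern-corrected value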;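 also: 0% = DMSO wells with peroxide and 100% = DMSO wells without peroxide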
Granule exo inh – blocks lytic granule exocytosis. TALL-104 LAMP-1 surface exposure, flow cytometry; cells stimulated with thapsigargin and PMA. inhibition, % at 10 µM. 360,000 compounds, 0.66% hits. AID 651702;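 active = inhibition above about 55%, limit read from the data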
MC4R antagonist – antagonists of human melanocortin 4 receptor (MC4R); AID 540295; P32245; inhibition, % at 6.5 µM; MC4R-expressing cells, MTII-stimulated cAMP, LANCE TR-FRET; 360,000 compounds, 0.48% hits;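 active = inhibition above its plate's cutoff, the mean of tested wells on that plate plus 3 SD, cut at about 29% in these data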;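 also: 0% = Melanotan II alone and 100% = Melanotan II plus saturating MCL0020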
Target sequence (P32245 whole entry, looked up): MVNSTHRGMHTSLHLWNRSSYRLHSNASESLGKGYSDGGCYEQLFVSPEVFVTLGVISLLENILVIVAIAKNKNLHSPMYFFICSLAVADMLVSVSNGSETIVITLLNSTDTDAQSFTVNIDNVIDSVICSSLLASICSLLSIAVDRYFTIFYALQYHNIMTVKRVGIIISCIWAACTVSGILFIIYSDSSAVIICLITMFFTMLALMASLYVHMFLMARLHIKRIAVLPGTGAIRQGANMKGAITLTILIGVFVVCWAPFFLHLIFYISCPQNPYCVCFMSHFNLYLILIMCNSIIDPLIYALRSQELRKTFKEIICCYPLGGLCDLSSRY
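Assay system: U2OS-MC4R stable cell line; Also added: Melanotan II; Technique: Eu-cAMP/anti-cAMP TR-FRET, emission 671 nm; Times: 30-min compound, 1-h challenge, 1-h detection, room temperature.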
iPSC survival up – hiPSC single-cell survival enhancement | 360,000 compounds, 0.044% hits | ATPlite luminescence; 100% = ROCK inhibitor wells, 0% = DMSO | survival enhancement, % at 20 µM | AID 602274; in the data active = survival enhancement above about 18%;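 also: cells exposed to compounds for 16 hours before the ATP read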
aDG glyco up – alpha-DG glycosylation activation. Pro5-aDG cells, alpha-DG glycosylation AlphaScreen (IIH6); 0% Pro5, 100% B10-LARGE cell signal. activation, % at 10 µM. 360,000 compounds, 0.22% hits;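 active = activation of at least 8% versus controls, or a plate z-score of at least 8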;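 also: Pro5 are CHO cells carrying HIG-tagged alpha-DG that lacks glycosylation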
MC4R ag barr – human MC4R agonism via beta-arrestin; 360,000 compounds, 0.98% hits; P32245; AID 540308; U2OS MC4R beta-arrestin complementation, luminescence; percent of melanotan II response, DMSO zero; activation, % at 8.9 µM;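 active = activation above a per-plate cutoff, the mean activation of sample wells on that plate plus 3 SD, cut at about 8% in these data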
HTR2A ag – mouse HTR2A agonism via beta-arrestin recruitment; P35363; CHO-K1 mHTR2A beta-arrestin complementation, luminescence; percent of 30 µM serotonin response; activation, % at 7.6 µM; 360,000 compounds, 0.66% hits; AID 624169;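 active = activation above a run cutoff, the mean activation of all tested compounds plus 3 SD, cut at about 14% in these data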;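 also: 0% = plate median of compound wells and 100% = 30 µM serotonin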
Target sequence (P35363 whole entry, looked up): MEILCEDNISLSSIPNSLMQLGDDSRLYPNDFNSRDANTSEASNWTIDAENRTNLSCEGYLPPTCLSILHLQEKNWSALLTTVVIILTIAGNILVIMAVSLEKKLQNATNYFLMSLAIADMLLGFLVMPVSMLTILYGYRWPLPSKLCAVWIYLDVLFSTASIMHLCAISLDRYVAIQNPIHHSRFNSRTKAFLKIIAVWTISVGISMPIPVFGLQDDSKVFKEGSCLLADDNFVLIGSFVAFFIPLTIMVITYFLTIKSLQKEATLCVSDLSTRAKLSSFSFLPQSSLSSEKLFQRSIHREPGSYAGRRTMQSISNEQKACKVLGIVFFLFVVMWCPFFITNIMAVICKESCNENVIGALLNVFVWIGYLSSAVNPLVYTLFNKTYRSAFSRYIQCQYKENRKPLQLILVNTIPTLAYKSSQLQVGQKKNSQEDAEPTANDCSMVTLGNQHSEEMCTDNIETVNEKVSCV
The depositor's hits bear a star; / = no result given.

SMILES	ABHD5 PLIN5 PPI	Glyco luc inh	ABCB6 inh MLPCN	Cardio protect	Granule exo inh	MC4R antagonist	iPSC survival up	aDG glyco up	MC4R ag barr	HTR2A ag
O=C(NCC1CCCO1)c1ccc2c(=O)n(Cc3cccc(Br)c3)c(=S)[nH]c2c1 (stereo not drawn)	-6	2	92	-12	0	17	2.8	-0.1	-3.0	0
O=C(NCc1cccnc1)C1CCN(S(=O)(=O)c2cccc(C(F)(F)F)c2)CC1	-1	-1	88	4	-1	3	0.3	0.6	-0.4	0
O=C(CN1C(=O)CCS(=O)(=O)c2ccccc21)Nc1cccc(Cl)c1	-3	0	95	17	3	4	-3.8	-0.1	-0.5	2
CC(C)Cn1nnc2c(=O)oc3ccccc3c21	7	0	97	-10	-1	18	-1.8	-0.4	-1.4	1
O=C(Nc1nc(-c2ccc(-c3ccccc3)cc2)cs1)C1CCCO1 (stereo not drawn)	-1	-9	104	-20	3	3	0.8	0.2	2.6	-2
COc1cccc(NC(=O)CCSc2ccc3ccccc3n2)c1	-15	3	105	2	-6	16	5.0	-0.1	-1.2	-6
CCOC(=O)C1(Cc2ccccc2)CCN(Cc2ccon2)CC1	3	-1	101	-1	2	-3	-0.9	0.0	-0.9	0
CNC(=O)Cn1nc(C)c2ccccc2c1=O	-11	4	95	8	-2	1	2.4	-0.2	-1.6	4
COc1ccc(C(C#N)N2N=C(C)CC2(C)C)cc1OC (stereo not drawn)	-2	2	93	12	4	10	1.9	-0.2	-0.4	1
COC(=O)[C@H](Cc1ccccc1)NC(=O)/C=C/[C@H]1O[C@@H](n2cc(C)c(=O)[nH]c2=O)C[C@@H]1O	0	3	99	7	-3	/	-1.2	0.2	/	2
O=C(CSc1ncc(-c2ccc(F)cc2)[nH]1)NCc1ccco1	-4	0	104	-4	-5	0	9.6	0.1	-1.6	-4
Cc1ccc(S(=O)(=O)N2CCN(c3ccc(S(=O)(=O)N4CCOCC4)cn3)CC2)cc1	12	2	100	5	4	-5	-1.8	0.2	1.9	6
N#Cc1ccccc1S(=O)c1ccccc1C(=O)Nc1ccccc1 (stereo not drawn)	6	-2	100	-2	-1	3	-0.4	-0.6	1.6	3
N=c1c2c3c(sc2ncn1CCN1CCOCC1)CCCCC3	7	-1	89	2	0	4	2.0	-0.3	0.2	3
Cn1nccc1C(=O)Oc1cccc(/C=N/NC(=O)c2ccccc2O)c1	1	0	101	-28	4	-1	-1.5	-0.1	0.7	-1
Cc1ccc(-n2ncc3c(=O)n(CC(=O)NC4CCCC4)cnc32)cc1C	0	0	/	-3	-3	2	0.8	-0.1	-0.2	3
C=CCNC(=S)N1CCN(c2ncc(C(F)(F)F)cc2Cl)CC1	-5	-2	102	-7	0	4	-0.2	0.3	0.3	11
O=C(CSc1nnc(-c2ccc(F)cc2)o1)c1ccc2c(c1)OCCO2	5	-1	94	3	-5	1	-1.8	-0.1	-0.3	3
O=C(Nc1ccc2oc(-c3cccnc3)nc2c1)c1ccc2c(c1)OCCO2	-2	2	100	7	3	6	-4.1	0.2	2.9	6
O=[N+]([O-])c1cc(Cl)c2cccnc2c1O	-1	0	99	-7	0	2	0.2	-0.4	-1.9	2
CCN(Cc1ccccc1)S(=O)(=O)c1c(C)[nH]c(C)c1C(=O)N1CCCCC1	-4	0	98	-2	0	3	2.4	-0.1	-0.9	4
O=C(c1ccc(COc2ccc(F)cc2)o1)n1cc(Br)cn1	-3	0	96	7	1	8	1.8	0.1	3.0	0
Cc1cccc(C(=O)N/C(=C\c2ccc(C)o2)C(=O)O)c1	-1	1	94	4	-4	-2	-0.6	0.0	-0.5	-3
Cc1ccc2ccc(C3C(=O)c4ccccc4C3=O)nc2c1	9	-5	105	-9	8	2	-1.5	-0.1	1.2	-1
CCCS(=O)(=O)c1nc(S(=O)(=O)c2ccc(C)cc2)c(NCCCN(C)C)s1	-1	-4	100	8	0	17	6.2	0.4	-0.3	-4
The list continues.
SMILES	ABHD5 PLIN5 PPI	Glyco luc inh	ABCB6 inh MLPCN	Cardio protect	Granule exo inh	MC4R antagonist	iPSC survival up	aDG glyco up	MC4R ag barr	HTR2A ag
C=CCN1c2ccccc2C(=O)C(C)S1(=O)=O (stereo not drawn)	-1	2	97	-1	0	6	0.3	-0.2	-2.6	-5
CCN(C(=O)Cn1nc(C(=O)O)c2ccccc2c1=O)C1CCCCC1	3	1	96	14	-5	-3	3.2	0.1	-1.9	3
O=C(NCc1ccco1)c1ccc(Cl)c(S(=O)(=O)N2CCc3ccccc32)c1	3	-4	96	-2	-5	4	-0.2	0.6	-0.3	-5
CCc1nc(Nc2ccc3c(c2)OCO3)c2oc3ccccc3c2n1	-8	0	97	7	-2	-1	-0.8	0.0	4.6	-4
Cc1cccc(OCCNc2ccc(C(F)(F)F)cc2[N+](=O)[O-])c1	-7	2	545	0	4	12	-0.4	-0.1	3.1	3
O=c1cc(-c2ccc(O)c(O)c2)oc2ccc3ccccc3c12	2	-19	96	-6	-3	-1	-0.6	-0.4	1.4	-1
CC(=O)Nc1cccc(NC(=O)/C=C/c2ccc(S(=O)(=O)N3CCOCC3)cc2)c1	7	0	95	1	-6	6	-0.9	-0.1	0.9	1
Cc1cccnc1Nc1nc(-c2ccc(O)cc2)cs1	-3	0	93	-2	-1	13	-1.6	0.0	-1.4	2
Cc1cc(NC(=O)c2noc3c2CCCC3)nn1Cc1ccc(Cl)cc1	-3	-2	101	-15	1	5	-2.3	0.2	-0.8	1
COc1ccc(C2C(C(=O)N3CCN(c4ccccn4)CC3)CCC(=O)N2c2cc(OC)c(OC)c(OC)c2)cc1 (stereo not drawn)	-4	1	101	9	-1	8	-0.3	-0.1	-1.0	5
CC(=O)N1CCCC(c2cc(C(=O)Nc3ccccc3)no2)C1 (stereo not drawn)	-6	-18	102	-17	1	-9	-4.1	-0.1	0.8	2
CCC(C)(C)n1nnnc1C(c1cc2ccc(OC)cc2[nH]c1=O)N1CCc2ccccc21 (stereo not drawn)	-14	2	115	1	-1	-1	-0.1	0.0	4.6	0
CCC(CO)Oc1cc(NCc2ccc(OC)cc2)c2ncn(C(C)C)c2c1 (stereo not drawn)	1	-1	87	3	-1	7	4.7	0.2	-1.6	-3
N#Cc1cc([N+](=O)[O-])ccc1Oc1cccc(/C=N/NC(=O)c2cccc(Cl)c2)c1	3	1	89	8	1	7	1.3	0.2	-0.6	-4
CC(C)NC(=O)CSc1ccccc1C(=O)NCc1ccc2c(c1)OCO2	4	0	103	6	8	4	-1.4	0.1	0.3	1
CCOc1ccc(Nc2nc(Cl)nc(N3CCN(c4ccc(OC)cc4)CC3)n2)cc1	-3	-11	94	-13	1	29*	-1.1	0.3	1.8	5
CC(=O)N1CCN(c2ccc(NC(=S)NC(=O)c3ccc(C)c([N+](=O)[O-])c3)cc2)CC1	1	3	93	-2	12	7	-0.3	0.1	-2.0	0
CC1(C(=O)Nc2cccc(-n3cnnn3)c2)Cc2ccccc2C(=O)O1 (stereo not drawn)	1	2	114	0	0	5	1.3	0.0	-1.0	-3
Cc1ccc(NC(=O)CCS(=O)(=O)c2ccc(Br)s2)cc1	1	0	92	-8	0	4	-0.3	0.1	0.0	-4
O=C(O)C1=C(OCc2ccc(F)c(F)c2)C(=O)NCC1	-3	2	100	1	1	26	0.1	0.1	1.1	5
O=C(Nc1ccc(F)cc1)c1ccc2snnc2c1	-1	1	92	2	10	3	-0.4	0.0	-1.1	3
CCOC(=O)c1c(NC(=O)c2c(C(=O)O)cccc2[N+](=O)[O-])sc(C)c1C	0	0	102	0	-1	11	-0.6	0.0	1.6	2
CN(CC(=O)NCC(=O)Nc1ccc(F)cc1)CC(=O)Nc1ccc(Cl)c(C(F)(F)F)c1	8	1	91	-9	7	6	0.6	-0.1	-0.4	-5
CN1C=CC(=O)[C@@H](O)[C@H]1c1ccccc1Br	1	1	91	6	-8	-9	4.4	-0.1	-1.1	0
COc1cc(C2C(C#N)=C(SC)NC3=C2C(=O)CCC3)ccc1O (stereo not drawn)	-5	-7	99	4	-2	-1	0.3	-0.1	-0.2	-3

The final two compounds of the section before open the next one.
SMILES	ABHD5 PLIN5 PPI	Glyco luc inh	ABCB6 inh MLPCN	Cardio protect	Granule exo inh	MC4R antagonist	iPSC survival up	aDG glyco up	MC4R ag barr	HTR2A ag
CN1C=CC(=O)[C@@H](O)[C@H]1c1ccccc1Br	1	1	91	6	-8	-9	4.4	-0.1	-1.1	0
COc1cc(C2C(C#N)=C(SC)NC3=C2C(=O)CCC3)ccc1O (stereo not drawn)	-5	-7	99	4	-2	-1	0.3	-0.1	-0.2	-3
O=C(/C=C/c1c(Cl)cccc1Cl)Nc1ccncc1	-4	-4	94	-11	-4	1	-1.6	1.2	0.6	0
CC(=O)Oc1ccc(C2=NN(c3ccccc3)C(c3ccccc3)C2)cc1 (stereo not drawn)	8	-3	98	-8	-9	9	0.4	0.0	-2.5	3
COc1ccccc1C(=O)Nc1ccnn1C1CCN(Cc2cnn(C)c2C)CC1	-1	0	96	2	-1	11	1.2	-0.2	-2.6	-6
N/C(CC(=O)Nc1cccc(C(F)(F)F)c1)=N/O	5	4	95	0	0	11	-0.3	-0.1	-0.1	1
Cc1cccn2c(=O)c(C=O)c(N3CCC4(CC3)OCCO4)nc12	2	0	98	3	-12	5	0.2	-0.1	-1.5	-2
CCc1nc(SCC(=O)c2cccs2)c2oc3ccccc3c2n1	-9	-4	100	-10	0	-3	-1.9	-0.1	0.5	0
Cc1cc(NC(=O)CSc2nnc(C)o2)no1	2	3	98	5	20	-7	0.6	-0.1	-3.3	0
COc1ccc(-c2n[nH]c(=S)n2/N=C/C=C\c2ccccc2OC)cc1	-1	-2	85	-14	-1	-1	0.6	-0.2	6.2	-1
O=S(=O)(Nc1ccc(N=Nc2ccc(O)c3ccccc23)cc1)c1ccccc1	12	-1	145	-8	9	23	-1.0	-0.4	0.6	-6
O=C(Nc1nccc(-c2cccs2)n1)c1ccccc1Cl	8	-1	97	7	-3	11	0.4	0.0	-0.2	-1
CC(C)Cc1nc(N2CCN(C(=O)c3ccco3)CC2)c(C#N)c2c1CCC2	1	-1	97	4	1	3	1.5	0.6	1.4	1
CC(=O)Nc1ccc(NC(=O)CCCc2ccccc2)cc1	0	1	102	-6	-8	-2	0.4	-0.2	-1.5	-2
CCOC(=O)CSc1n[nH]c(NC(=O)NC(C)C)n1	-2	3	102	-2	-2	0	2.3	0.0	-1.1	4
CCCCCCCCNC(=O)/C(C#N)=C/c1ccccc1[N+](=O)[O-]	22	-6	98	-18	-2	-2	-0.7	0.3	4.2	0
COc1ccc2[nH]cc(CCNC(=O)Cc3ccc(F)cc3)c2c1	1	0	92	-2	-10	2	-0.5	0.2	-0.4	-2
CCCSc1nnc(N2C(=O)C(O)=C(C(=O)c3ccco3)C2c2ccccc2F)s1 (stereo not drawn)	1	0	108	1	4	19	-0.1	0.3	-0.1	7
CCOc1cccc(C=NNc2ccc(S(=O)(=O)Nc3ccccc3C(=O)O)cc2[N+](=O)[O-])c1O	-3	-1	93	-2	0	2	6.3	0.0	-1.7	-3

Hits appear at their usual frequency; about 4.5% have a hit in one of these screens.
